ADAM17 inh: ADAM17 inhibition, QFRET primary screen; recombinant ADAM17, EDANS/DABCYL FRET peptide cleavage; inhibition, % at 6.95 µM; 370,000 tested, 0.83% active; AID 720648;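 active means inhibition above the mean of compounds lying between control limits plus 3 SD, set per campaign, cut at about 8.5% in these data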;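 further: 0% = DMSO-only wells as the low control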
ssDAF-12 act: S. stercoralis DAF-12 activation, primary screen. HEK293 ssDAF-12/GRIP1 lit1-tk-luc reporter, luminescence; % of 3 µM dafachronic acid response. activation, % at 6.8 µM. 370,000 tested, 1% active. AID 652126;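 active means activation above the mean over all tested compounds plus 3 SD, cut at about 0.9% in these data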;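 further: 0% = DMSO-only wells and 100% = 3 µM delta7-dafachronic acid wells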
PLC-beta3 inh: blocks human PLC-beta3 enzyme activity; Purified PLC-beta3, fluorogenic substrate, fluorescence; inhibition, % at 12.2 µM; 370,000 tested, 0.18% active; AID 720704; in the data active means inhibition above about 11%;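 further: 0% = median of compound wells on plate and 100% = full blocker control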
GAA850 FXN act: increases GAA850 frataxin promoter reporter activity. HEK293 lucGAA850 FXN promoter luciferase reporter, 24 h; percent of 10 µM SAHA response. activation, % at 6 µM. 360,000 tested, 0.56% active. AID 540364;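 active means activation above the average of all compounds screened plus 3 SD, cutoff fixed separately per campaign, cut at about 7.5% in these data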;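 further: 0% = DMSO wells and 100% = 10 µM SAHA wells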
DAX1 inh-1: inhibitors of DAX1 repression of SF-1 activated StAR promoter | inhibition, % at 6.8 µM | AID 652010 | HEK293T StAR-luciferase reporter, SF-1/DAX-1 repression relief | 370,000 tested, 1.1% active;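 active means inhibition above the mean over all tested compounds plus 3 SD, cut at about 3.6% in these data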;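 further: 0% = DAX-1 cells with DMSO and 100% = cells lacking DAX-1 with DMSO; higher inhibition means more luminescence from relief of DAX-1 repression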
hgDAF12 agonist: agonists of H. glycines DAF-12 nuclear receptor; HEK293 GAL4-hgDAF12 UAS-luciferase reporter, agonist luminescence; normalized to butyrate control; activation, % at 6.8 µM; 370,000 tested, 1.8% active; AID 687014;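 active means activation above a cutoff set at the mean of all screened compounds plus 3 SD, cut at about 10% in these data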;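 further: 0% = DMSO wells and 100% = sodium butyrate wells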
DAX1 inh-2: inhibits human nuclear receptor DAX1. P51843. HEK293 Gal4-DAX1 luciferase reporter, luminescence. inhibition, % at 6.75 µM. 340,000 tested, 0.99% active. AID 504766;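 active means inhibition above the mean over all tested compounds plus 3 SD, cut at about 4.2% in these data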;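 further: 0% = DAX1-transfected cells with DMSO and 100% = empty-vector control cells with DMSO; inhibition shows as a rise in luminescence from relieved DAX1 repression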
Target sequence (P51843 207-470 limits assumed): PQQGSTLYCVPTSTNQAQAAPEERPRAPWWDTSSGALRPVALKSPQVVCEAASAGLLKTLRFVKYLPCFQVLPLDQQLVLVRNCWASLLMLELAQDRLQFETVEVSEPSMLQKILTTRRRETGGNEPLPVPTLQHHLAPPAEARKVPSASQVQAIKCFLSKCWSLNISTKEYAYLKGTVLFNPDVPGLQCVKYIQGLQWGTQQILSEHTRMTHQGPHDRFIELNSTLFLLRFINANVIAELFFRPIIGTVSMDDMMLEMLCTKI
ADAM10 inh: inhibits human ADAM10. O14672. recombinant ADAM10, EDANS/DABCYL FRET peptide cleavage, 3 h. inhibition, % at 7 µM. 370,000 tested, 0.62% active. AID 720582;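 active means inhibition above a per-campaign cutoff equal to the mean of compounds falling between control-based bounds plus 3 SD, cut at about 20% in these data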;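 further: 0% = DMSO wells while the 100% control is not disclosed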
Target sequence (O14672 214-748 limits assumed): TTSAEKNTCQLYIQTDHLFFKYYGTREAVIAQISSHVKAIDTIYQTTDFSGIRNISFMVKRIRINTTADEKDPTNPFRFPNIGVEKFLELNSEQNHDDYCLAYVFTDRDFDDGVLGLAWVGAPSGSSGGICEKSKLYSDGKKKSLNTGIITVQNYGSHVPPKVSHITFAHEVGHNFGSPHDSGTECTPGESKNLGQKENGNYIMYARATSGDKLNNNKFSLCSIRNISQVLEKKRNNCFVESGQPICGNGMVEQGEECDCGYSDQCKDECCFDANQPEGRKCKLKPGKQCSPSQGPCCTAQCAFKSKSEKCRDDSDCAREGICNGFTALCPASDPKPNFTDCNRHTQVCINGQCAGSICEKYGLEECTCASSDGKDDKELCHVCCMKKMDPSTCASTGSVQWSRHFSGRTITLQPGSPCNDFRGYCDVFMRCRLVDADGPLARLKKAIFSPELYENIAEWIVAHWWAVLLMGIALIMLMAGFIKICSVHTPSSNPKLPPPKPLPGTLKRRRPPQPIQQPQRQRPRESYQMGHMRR
hcDAF12 agonist: activators of H. contortus DAF-12 nuclear receptor. AID 652067. 370,000 tested, 1.4% active. activation, % at 6.8 µM. HEK293 hcDAF-12 lit1-tk-luc reporter, luminescence; 0% DMSO, 100% Δ7-dafachronic acid;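 active means activation above the mean of all tested compounds plus 3 SD, cut at about 5.5% in these data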;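 further: 100% = response to 3 µM Δ7-dafachronic acid high control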
HGIII-sPLA2 inh: Inhibits HGIII-sPLA2 liposome hydrolysis, primary screen; Q9NZ20; 370,000 tested, 0.56% active; inhibition, % at 12.2 µM; QFRET BODIPY PC-A2 liposome hydrolysis, fluorescence;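 active means inhibition above mean plus 3 SD of compounds lying within the high and low control bounds, cut at about 19% in these data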;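 further: 0% = median of test compound wells and 100% = no enzyme DMSO wells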
PLCg1 inh: blocks human PLC-gamma1 enzyme activity. P19174. purified PLC-gamma1, fluorogenic substrate, fluorescence. inhibition, % at 12.2 µM. 370,000 tested, 0.84% active; in the data active means inhibition above about 9.5%
Starred values were filed as active, the others as inactive; i = inactive; nt = no result given.

item	SMILES	ADAM17 inh	ssDAF-12 act	PLC-beta3 inh	GAA850 FXN act	DAX1 inh-1	hgDAF12 agonist	DAX1 inh-2	ADAM10 inh	hcDAF12 agonist	HGIII-sPLA2 inh	PLCg1 inh
1	COc1ccccc1Cn1c(SCC(N)=O)nc2c(oc3ccccc32)c1=O	-4	-2.1	-6	-1.2	-0.8	-3.3	-2.7	-1	-3.5	6	-1
2	COC(=O)c1ccc(NC(=S)NC2CC3CCC2C3)cc1 (configuration not stated)	6	-1.4	6	3.0	0.6	5.6	0.5	13	-1.4	-8	9.6*
3	C1=C(c2ccccc2)CCN(c2nc3ccccc3n3cnnc23)C1	-14	0.0	-8	0.8	-1.1	1.8	0.7	-72	1.3	0	-8
4	Cc1ccc(NC(=S)NCc2cccs2)c(C)c1	-1	-1.4	5	3.3	-0.7	-2.6	0.4	3	-1.1	11	-1
5	Cc1cc(C)c(NC(=O)C2CC(=O)N(C3CCCC3)C2)c(C)c1 (configuration not stated)	-3	-0.8	-7	0.3	0.4	3.1	0.5	-12	0.3	5	2
6	CC(CNCC1CCCO1)COc1ccccc1 (configuration not stated)	-3	-1.0	1	-0.5	0.6	2.2	0.4	3	-1.9	1	4
7	CC1CC(=S)Nc2ccccc2N1Cc1ccccc1 (configuration not stated)	4	-1.5	2	2.1	0.3	-0.1	-0.6	3	-2.6	19	2
8	CCOC(=O)C1CCN(C(=O)C(C)(C)NC(=O)Nc2ccc(N(C)C)cc2)CC1	-4	-1.9	0	nt	nt	-1.6	nt	-8	0.0	5	-1
9	C/C(CC(=O)NCc1ccccc1)=N\NC(N)=S	0	-1.4	1	3.5	-0.7	-1.3	-0.2	4	-0.9	4	0
10	COc1ccc(/C=N/NC(=O)Cn2cnc3c2c(=O)n(C)c(=O)n3C)cc1	-2	-1.1	2	0.1	0.1	-0.3	1.1	9	0.1	2	2
11	COc1c(C)cc(C(=O)C2CCCN(S(=O)(=O)N(C)C)C2)cc1C (configuration not stated)	-7	-2.1	-10	2.0	0.0	1.3	-1.2	-7	-3.7	-3	-7
12	COc1ccc(CC(=O)NCc2n[nH]c(=S)n2-c2ccc(Br)cc2)cc1	2	-1.2	4	3.5	0.2	-3.4	0.0	5	-2.1	6	2
13	COc1cccc(NC(=O)CN(C)C(=O)CNC(=O)c2ccccc2F)c1	-5	-1.1	-2	-1.2	-0.2	-0.6	1.4	1	-0.1	-4	0
14	CC1CN(C2=N/C(=C/c3ccc4c(c3)OCO4)C(=O)N2)CC(C)O1 (configuration not stated)	-9	-2.0	-30	-2.9	0.5	-3.5	-1.3	-14	-0.2	1	-17
15	O=C(N/C(=C\c1cccc(Br)c1)C(=O)N1CCOCC1)c1ccco1	-4	-0.5	-9	-0.3	-0.2	1.6	0.3	-4	-2.4	11	1
16	CC(C)(C)Cc1nnc(NC(=O)CCc2ccccc2)s1	-1	-0.9	-5	3.1	0.3	5.0	2.1	4	2.1	-4	1
17	CC(C)(C)c1ccc(C(=O)c2c[nH]c(C(=O)NCc3ccco3)c2)cc1	-5	-1.0	4	0.8	-0.4	-0.8	-1.1	-4	0.3	-2	4
18	Cc1nn(CC(=O)NCc2ccc(OC(C)C)cc2)c(=O)c2cc3occc3n12	0	-1.6	1	nt	-0.2	0.9	nt	-14	-1.4	-1	-3
19	O=C(O)CCSc1nc2ccccc2n1-c1ccccc1	2	-0.6	-5	2.2	0.6	-0.1	-0.2	5	6.0*	4	5
20	COc1ccc(C(=O)C2CCCN(Cc3cnc(N4CCOCC4)s3)C2)c(OC)c1 (configuration not stated)	2	-0.9	-1	2.4	-1.9	-2.4	-2.0	9	-0.9	2	-1
21	O=C1CN(C(=O)COC(=O)CCC(=O)c2ccc3c(c2)OCCO3)c2ccccc2N1	-1	-0.1	2	3.0	0.4	1.0	0.1	2	0.8	-3	3
22	O=C(Nc1ccc(N2CCOCC2)c(Cl)c1)c1ccc(F)cc1	2	-1.1	2	7.0	1.0	5.7	5.2*	-1	0.4	-4	-3
23	C/C(=N\NC(=O)Cn1cc([N+](=O)[O-])cn1)c1ccco1	-6	-0.3	-4	-0.4	0.3	0.0	1.1	-14	0.2	12	-3
24	O=C(O)C1C2C=CC(C2)C1C(=O)NCc1ccc(Cl)c(Cl)c1 (configuration not stated)	-3	-1.0	3	1.5	-0.7	-3.1	-1.2	-2	-2.4	-3	1
25	Cc1cc(CN(C)Cc2ccc(OCC(O)CN(C)Cc3ccccc3)cc2)on1 (configuration not stated)	6	-0.7	9	2.1	-0.7	1.1	1.1	1	1.8	-11	3
26	CCN1C(=O)[C@H]2[C@@H](c3ccc(-c4ccc(C(C)=O)cc4)cc3)N3CCCC[C@@]3(C(=O)OC)[C@H]2C1=O	4	-1.1	2	1.1	0.5	0.2	1.0	7	-1.7	-5	3
27	O=C(NCC(=O)N(c1ccccc1)C(C(=O)NC1CCCCC1)c1cccnc1)c1ccco1 (configuration not stated)	-1	-1.1	-3	-0.1	-0.1	1.8	1.5	2	0.4	-3	-1
28	CCc1ccc(C(=O)OCC(=O)Nc2c(C)n(C)n(-c3ccccc3)c2=O)cc1	4	-0.9	3	-0.9	-0.2	-0.2	1.1	-3	2.0	7	8
29	CCC1CCCCN1C(=O)c1ccc2c(c1)C(=O)N(c1ccc(C)cc1)C2=O (configuration not stated)	-3	-0.3	-6	-0.7	0.1	1.8	0.5	-5	0.0	1	-2
30	Cn1c(=O)[nH]c(=O)c2c1nc(SCC(=O)O)n2CCc1ccccc1	-4	-1.0	1	0.3	0.4	-0.7	1.0	0	-0.2	3	1
31	CCc1ccc(NC(=O)C2CCC(CNC(=O)[C@@H]3Cc4ccccc4CN3)CC2)cc1 (some centres not stated)	0	-0.5	-6	0.3	0.0	0.8	-0.6	-1	-1.4	5	-1
32	Cc1ccccc1Cn1cc(S(=O)(=O)CC(=O)Nc2nccs2)c2ccccc21	2	-1.5	-6	-3.1	-0.2	-3.2	-1.6	23*	-2.7	-19	-6
33	CCCN(C(=O)Cc1coc2cc(C)c(C)cc12)c1c(N)n(Cc2ccccc2)c(=O)[nH]c1=O	-10	-0.9	-13	-1.6	-0.3	-1.1	-0.9	3	-0.2	-6	7
34	CC(C(=O)NCc1ccc(F)cc1)n1ccc2cc(S(=O)(=O)N3CCCC3)ccc21 (configuration not stated)	-1	-1.6	-10	-1.5	-0.3	-0.2	-0.1	5	-1.1	-9	-1
35	CC1CCc2sc(-c3n[nH]c(=S)o3)cc2C1 (configuration not stated)	-241	-0.7	i	-0.9	1.3	4.9	2.8	i	1.0	-6	i
36	Cc1nn(-c2cccc(C(F)(F)F)c2)c(Cl)c1/C=N/n1cnnc1	-6	-1.0	0	-0.5	-0.4	0.6	-1.9	2	-0.7	-3	1
37	CCN(CC)C(=O)[C@H]1C[C@H](CC(=O)NCCCOC)C(=O)N2CCc3c([nH]c4cc(-c5ccco5)ccc34)[C@]12C	-102	-2.1	-307	-1.2	-2.8	-3.2	-2.0	-375	-2.7	-1	-222
38	O=C(Nc1ccccc1Cl)C1CC(=O)N(c2ccccc2)C1 (configuration not stated)	-4	1.3*	1	-1.1	-0.3	3.0	nt	3	-0.8	-2	-1
39	Cc1ccc(NC(=O)CSCC(=O)N(C)CC(=O)Nc2c(C)cccc2C)cc1	-1	-0.9	1	0.8	-1.5	0.2	1.2	-11	-1.8	9	2
40	CC1CCN(CC(=O)Nc2ccc(S(=O)(=O)N3CCCC(C)C3)cc2)CC1 (configuration not stated)	0	-1.1	-2	1.3	-0.3	1.8	-0.8	3	-2.5	-5	0
41	CC(C)Oc1ccc(C(=O)NCCNC(=O)c2ccco2)cc1	-2	-0.6	1	-1.3	0.1	4.7	-0.2	3	4.2	-3	1
42	Cc1ccc(C(O)c2ncc(-c3ccc(C(F)(F)F)cc3)[nH]2)cc1F (configuration not stated)	2	-1.6	-2	-0.5	0.3	3.8	nt	3	-1.6	-1	-1
43	CCc1ccc(-n2c(SCC(=O)c3ccc4c(c3)NC(=O)CO4)nc3ccccc3c2=O)cc1	2	-0.6	-4	1.4	0.2	-1.2	0.5	1	-0.5	2	2
44	CCOC(=O)c1[nH]c2ccccc2c1NC(=O)C1CCCC1	-8	-1.3	-5	0.5	-0.5	4.1	0.4	-33	-0.7	-4	-3
45	O=C(NC1CCCC1)C(c1ccco1)N(C(=O)c1ccco1)c1ccc(F)cc1 (configuration not stated)	1	-1.5	-5	0.5	-0.4	2.9	0.0	-2	-0.5	-3	-1
46	COc1ccccc1N1CCN(C(=O)N2CCOCC2)CC1	-1	-1.4	1	0.8	-0.3	0.2	0.8	-1	0.7	2	0
47	Cc1ccc(-c2cc3nc(-c4ccccc4)cc(NCCCO)n3n2)cc1	-230	0.0	i	0.9	-0.5	2.9	-0.6	i	-1.5	-12	i
48	CCOc1ccccc1/C=c1\sc2ncnn2c1=O	2	-1.2	0	-0.5	-0.3	3.3	0.6	11	-0.8	2	-1
49	CN(C)CCN(Cc1ccccc1)S(=O)(=O)c1csc(C(N)=O)c1	-1	0.0	-1	-1.9	-0.3	-1.1	-0.3	-4	0.4	5	1
50	CC(=O)Nc1ccc(S(=O)(=O)N2CCN(C(C)CCc3ccccc3)CC2)cc1 (configuration not stated)	4	-1.0	4	-0.1	-0.1	-2.6	0.5	-2	-0.6	-16	2
51	CN(Cc1ccccc1)C(=O)c1[nH]cnc1C(=O)NC1CCN(C(=O)OC(C)(C)C)CC1	-4	-1.4	-5	-0.4	0.0	-0.8	2.5	-7	-2.2	-4	-3
52	COc1cc(C(=O)O)nc2ccc([N+](=O)[O-])cc12	1	-0.3	6	-1.0	0.0	0.3	-0.7	2	-1.7	3	-1
53	Cc1ccc(C)c(NCCCCCCCC(=O)O)c1	0	-0.9	-5	nt	0.7	5.9	nt	-4	-0.2	4	-6
54	COc1ccc(CC(=O)NNC(=O)c2ccc(Br)s2)cc1OC	-5	-1.4	0	-0.3	-1.4	-3.0	-1.6	-12	-1.7	10	2
55	Cc1cc(C(F)F)n2nc(C(=O)Nc3ccccc3Br)nc2n1	-3	-1.4	3	0.7	-0.8	1.2	-0.2	-2	-1.1	-5	-3
56	O=C(C1CCC1)N1CCc2cc(S(=O)(=O)NCCN3CCN(c4ccccc4F)CC3)ccc21	3	-1.9	6	0.4	-1.9	-2.7	-1.4	9	-2.4	-19	2
57	CCOC(=O)c1csc(NC(=O)c2cc(=O)c3ccccc3o2)n1	-5	-1.3	1	3.9	0.5	3.9	-0.2	-3	0.1	-1	2

Compound activity as filed in PubChem.
